GLS inhibitor – glutaminase GLS (human) inhibition | O94925 | GLS enzymatic activity, qHTS titration | Potency, µM (highest dose often 45.5 µM), inactives show top-dose activity change, negative = inhibition, actives largely listed as inhibitors | hit rate 0.21% among 410,000; further: on the % scale 0 is the no-effect control and ±100 the full control effect
Target sequence (O94925 whole entry, looked up): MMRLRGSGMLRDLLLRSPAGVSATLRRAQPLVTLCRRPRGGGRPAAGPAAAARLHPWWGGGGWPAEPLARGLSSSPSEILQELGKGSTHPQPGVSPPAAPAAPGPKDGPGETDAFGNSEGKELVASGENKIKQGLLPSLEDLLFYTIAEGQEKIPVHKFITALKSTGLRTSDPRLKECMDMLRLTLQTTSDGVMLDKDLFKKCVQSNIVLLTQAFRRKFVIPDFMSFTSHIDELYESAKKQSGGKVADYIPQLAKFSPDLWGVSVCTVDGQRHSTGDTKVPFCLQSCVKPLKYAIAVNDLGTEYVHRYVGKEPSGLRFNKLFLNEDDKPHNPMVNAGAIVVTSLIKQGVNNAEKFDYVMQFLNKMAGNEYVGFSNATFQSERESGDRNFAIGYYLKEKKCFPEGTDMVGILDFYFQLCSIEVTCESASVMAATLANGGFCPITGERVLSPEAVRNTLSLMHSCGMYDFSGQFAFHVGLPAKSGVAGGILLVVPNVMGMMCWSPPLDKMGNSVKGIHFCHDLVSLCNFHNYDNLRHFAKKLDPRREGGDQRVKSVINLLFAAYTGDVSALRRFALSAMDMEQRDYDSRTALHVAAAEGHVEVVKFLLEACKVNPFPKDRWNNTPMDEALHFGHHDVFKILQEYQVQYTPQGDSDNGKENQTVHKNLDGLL
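Human kidney-isoform GLS in 45 mM KH2PO4 pH 8.2, 0.02% Tween-20, with compound, started with 1mM L-Glutamine (added stock). Glutamate oxidase/HRP/Amplex red coupled fluorescence read at start and after 30 min at RT.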
Pin1 inhibitor – human Pin1 inhibition. Q13526. Pin1 FP peptide displacement, HiFluor488, 10 min. Potency, µM (highest dose often 115 µM), without a hit: at the highest dose activity, negative = inhibition, actives largely listed as inhibitors. hit rate 0.009% among 390,000; active means well fitted inhibition curve with a large enough effect in the polarisation, with a control signal flat, not every such curve was filed as active; inconclusive means small, poorly fitted or top-dose-only effect, or effect the other way, or a change in a side signal; inactive means no such curve, though single readings can be large or run the other way; the % refers to the polarisation; further: on the % scale 0 is the no-effect control and ±100 the full control effect
Target sequence (Q13526 whole entry, looked up): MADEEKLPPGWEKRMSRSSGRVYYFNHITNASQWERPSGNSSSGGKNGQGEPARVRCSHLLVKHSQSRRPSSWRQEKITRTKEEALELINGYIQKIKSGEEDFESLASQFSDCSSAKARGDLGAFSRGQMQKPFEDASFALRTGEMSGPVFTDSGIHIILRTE
BLM helicase inh – Bloom syndrome helicase (human) inhibition. hit rate 0.2% among 350,000. Potency, µM (doses to about 56.1 µM), for inactives: at the top dose activity change, negative = inhibition, usual class: inhibitors. recombinant BLM DNA unwinding, fluorescence dequenching. P54132;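 further: plate controls were vehicle for no effect and no enzyme for full effect; nearly all actives have a fitted effect of over 35% in size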
Tb PGK inh – T. brucei PGK inhibition; PGK/GAPDH coupled, Kinase-Glo luminescence, 60 min; P07378; hit rate 0.043% among 380,000; Potency, µM (top dose mostly 57.5 µM), for the others: top-dose activity change, negative = inhibition, usual class: inhibitors; further: on the % scale 0 is the no-effect control and ±100 the full control effect; nearly all actives have a fitted effect of over 60% in size
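Recombinant glycosomal PGK reaction used 1,3-bisphosphoglycerate generated in-well by GAPDH (100nM final) in 100mM TEA pH 7.6, 5mM MgCl2, 0.01% Tween-20. After 60 minutes at room temperature, ATP was read by Kinase-Glo Plus luminescence end-point.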
BAZ2B inh – BAZ2B (human) inhibition; AID 504333; Q9UIF8; Potency, µM (highest dose often 114 µM), for the others: top-dose activity change, negative = inhibition, hits mostly inhibitors; hit rate 4.4% among 360,000; AlphaScreen BAZ2B-H3K14Ac peptide displacement; further: on the % scale 0 is the no-effect control and ±100 the full control effect; nearly all actives have a fitted effect of over 60% in size
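AlphaScreen displacement of biotin-H3(5-23)K14Ac peptide (50 nM final) from BAZ2B (50 nM final) in PBS pH 7.4, 0.01% Tween-20; complex preformed 30 min RT, then compounds (top 110 uM) 30 min RT, beads 20 min dark.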
JMJD2A Tudor inh – JMJD2A Tudor domain (human) inhibition; O75164; AlphaScreen JMJD2A-Tudor / H3K4me3 peptide binding; Potency, µM (top dose mostly 114 µM), inactives show at the top dose activity change, negative = inhibition, hits mostly inhibitors; hit rate 4.4% among 390,000; further: on the % scale 0 is the no-effect control and ±100 the full control effect; nearly all actives have a fitted effect of over 50% in size
Pol iota inh – blocks human DNA polymerase iota activity; AID 588590; Q9UNA4; Pol iota fluorescent replication assay, 10 min; Potency, µM (highest dose often 115 µM), without a hit: top-dose activity, negative = inhibition, actives largely listed as inhibitors; hit rate 1% among 390,000
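Pol iota at 10 nM preincubated 15 min with compounds at room temperature; reaction started with fluorescent substrate, 50 nM final. Fluorescence read kinetically at 0 and 10 min; buffer-only wells as negative control.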
G9a block – blocks human histone lysine methyltransferase G9a; Q96KQ7; G9a H3K9 monomethylation, AlphaScreen, 2 h; Potency, µM (series often up to 102 µM), for the others: at the top dose activity, negative = inhibition, actives largely listed as inhibitors; hit rate 8.8% among 350,000; further: on the % scale 0 is the no-effect control and ±100 the full control effect; nearly all actives have a fitted effect of over 75% in size
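Readings reflect AlphaScreen signal from monomethyl-H3K9 antibody detection. HMT at 20 nM; substrate b-H3K9 500 nM; cofactor SAM 20 uM; 2 h RT reaction; compounds tested as titrations in qHTS with 15 min preincubation.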
HP1b binding inh – blocks HP1-beta chromodomain binding to methylated histone tails. P83916. AlphaScreen HP1-beta / biotin-H3K9me3 peptide binding. Potency, µM (titrated, usually from 114 µM), for inactives: at the top dose activity change, negative = inhibition, most hits filed as inhibitors. hit rate 0.56% among 390,000. AID 540317; further: nearly all actives have a fitted effect of over 70% in size; inactives centre near 23
Target sequence (P83916 whole entry, looked up): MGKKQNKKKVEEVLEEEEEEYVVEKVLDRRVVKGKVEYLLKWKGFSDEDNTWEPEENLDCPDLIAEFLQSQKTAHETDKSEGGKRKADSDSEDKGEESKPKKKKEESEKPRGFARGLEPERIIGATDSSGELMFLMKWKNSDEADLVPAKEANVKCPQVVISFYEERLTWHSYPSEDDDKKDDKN
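AlphaScreen: HP1-beta (50 nM) preformed 30 min with biotin-H3(1-18)K9me3 peptide (50 nM) in PBS pH 7.4, 0.01% Tween-20. Compound added for 30 min at RT, then streptavidin donor/nickel chelate acceptor beads (10 ug/mL) for 30 min.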
* = called active by the depositor; i = inactive; ? = inconclusive; nt = not tested or not shown; & = joins results of further samples; [ ] = remark or other dose. Unless noted, the call rests on the fitted dose curve; in most records, active means well fitted curve in the direction sought with a large enough effect; inconclusive means small, poorly fitted or top-dose-only effect, or another doubt; inactive means no such curve, though single readings can be large; an effect the other way counts as inactive or inconclusive. Potency means the concentration at half of the fitted maximal effect.

Order of values – GLS inhibitor, Pin1 inhibitor, BLM helicase inh, Tb PGK inh, BAZ2B inh, JMJD2A Tudor inh, Pol iota inh, G9a block, HP1b binding inh
Cc1ccc(C)c(NC(=O)COC(=O)COc2cccc3c2OC(C)(C)C3)c1
 : 3%, 9%, nt, 0%, 12%, 2%, 33%[activator], ?, 13%
CN(C)N=Nc1ccc(S(=O)(=O)NC(=O)Cc2ccccc2)cc1
 : 13%, -4%, -1%, -2%, -2%, -5%, -16%, ?, 35%
COc1cccc(N2CC(C(=O)NNC(=O)c3ccc(Cl)cc3)CC2=O)c1 (centres undefined)
 : 2%, 0%, -3%, 3%, 6%, ?, 12%, nt, 26%
Fc1cccc(CCN2CCNC[C@H]2Cc2cccc3ccccc23)c1
 : 7%, 6%, nt, -10%, ?, -34%, 12%, -6%[2.33 µM], 30%
Cc1cc(C)n(-c2nc3ccccc3nc2N2CCN(c3cccc(C(F)(F)F)c3)CC2)n1
 : 3%, -7%, -9%, -23%, 74%[activator], 64%[activator], 11%, 95%[activator][59 µM], 59%[activator]
CCCCN(CC)C(=O)CN1C(=O)c2ccccc2C1=O
 : -4%, 0%, 1%, -4%, 11%, 13%, -11%, 0%[12.7 µM], 32%
Cc1cc(C(=O)Nc2ccc(Cl)cc2)c(C)n1-c1ccccc1
 : -2%, 4%, -9%, -2%, ?, -10%, 136%[activator], nt, 16%
CCCCN(C)CCCNC(=O)c1cc(-c2ccc(Br)s2)nc2ccccc12
 : 7%, 2%, 38%[activator], 11%, -7%, -28%, 31%[activator], -30%[59 µM], 5%
Cc1ccc(C(=O)N2CCN(c3ccc(NC(=O)Cc4ccccc4)cc3)CC2)cc1
 : -10%, 1%, -9%, -4%, -38%, -20%, 19%, -22%, -4%
COc1ccc(OC)c(C(=O)c2ccccc2)c1
 : 3%, 3%, -3%, nt, 8%, -2%, 17%, 2%[59 µM], 32%
COc1cc(OC)cc(-c2nnc(SCc3c(F)cccc3Cl)o2)c1
 : -3%, 6%, -9%, -8%[11.5 µM], 23%, 48%[activator], 1%, 75%[activator], 141%[activator]
CCc1ccc(C)c(OC(=O)c2cncc(Br)c2)c1
 : 2%, -7%, -4%, -4%, 66%[activator], 125%[activator], 8%, 200%[activator], 135%[activator]
Cc1nc(NS(=O)(=O)c2ccccc2)sc1NC(=O)OC(C)C
 : ?, -9%, -9%, 0%, 6%, -9%, 31%[activator], -31%[0.0925 µM], 4%
CC(C)CC(=O)Nc1ccc2c(c1)nc(CCN1CCCCC1)n2C
 : -2%, -7%, 47%[activator], -1%, -3%, -4%, -1%, 5%[12.7 µM], 18%
Cc1ccc(-n2ncc(C(=O)NC3CC3)c2C2CCN(C(=O)OC(C)(C)C)CC2)cc1
 : 4%, 0%, -2%, 10%, -11%, -4%, 26%, 5%, 35%
CCc1nn(CC(=O)NCCc2ccc(OC)c(OC)c2)c(=O)c2cc3occc3n12
 : -11%, -1%, 2%, -3%, -23%, -17%, -11%, -2%[59 µM], 20%
CCNc1ccc(C(=O)OCC(=O)NCc2ccccc2Cl)cc1[N+](=O)[O-]
 : 2%, 20%, -2%, -2%, -6%, -17%, 25%, -2%[59 µM], -1%
Cc1ccc(S(=O)(=O)N2CCCCC2)cc1C(=O)OC1CCCCC1=O (centres undefined)
 : 1%, 2%, nt, -2%, 0%, -5%, -5%, ?, 34%
CCSCc1nnc(SCC(=O)c2ccc(OC)cc2)n1C
 : -14%, -2%, -3%, -9%, 0%, 50µM*, -1%, ?, 2%
O=C(NC(=S)Nc1cc(C(F)(F)F)ccc1Cl)c1ccccc1
 : -14%, -1%, -7%, 0%, -37%, -15%, ?, 10%[0.501 µM], 21%
Cc1ccc(CNC(=O)C2CCCN(S(=O)(=O)N3CC(C)CC(C)C3)C2)cc1 (centres undefined)
 : 0%, 7%, -2%, -4%, -3%, -5%, 19%, -8%, 38%[activator]
COc1ccc(NC(=S)NCCCn2ccnc2)cc1
 : 34%[activator], -3%, nt, 4%, nt, ?, 6%, nt, 45%[activator]
O=c1cc(N2CCc3ccccc32)[nH]c(=O)n1-c1ccc(Br)cc1
 : 9%, 5%, -3%, 0%, 2%, -22%, 14%, -35%[59 µM], 14%
Cc1oc2c(CN(C)C)c(O)ccc2c(=O)c1-c1ccc2ccccc2n1
 : -17%, -2%, -4%, 0%, 1%, -24%, 9%, 1%[59 µM], 13%
COc1ccc(N2C(=O)CSC2c2ccncc2)cc1 (centres undefined)
 : -2%, 1%, -1%, -10%, 1%, -14%[57.1 µM], 18%, 4%[12.7 µM], 28%
CN1CCN(C(=O)/C(=C/c2cn(C)c3ccccc23)NC(=O)c2ccccc2)CC1
 : 0%, -2%, 2%, -6%, -10%, -13%, -22%, nt, 3%
O=C(CSc1nnc(-c2cccs2)o1)c1cccs1
 : 11%, 4%, 1%, -7%, -4%, -6%, -20%, -26%, 22%
CC(O)CC(=O)NOCc1ccccc1 (centres undefined)
 : 1%, 0%, nt, i, nt, -2%, -8%, nt, 37%[activator]
CC1(C)Cc2ccccc2C(CSc2ccccc2C(=O)O)=N1
 : 0%, 5%, -2%, -1%, 50µM*, 56µM*, 35%[activator], nt, -39%
O=C(COC(=O)c1ccccc1O)NCC1COc2ccccc2O1 (centres undefined)
 : 9%, -6%, nt, -5%, -2%, -5%, 15%, 24%[2.33 µM], 29%

Brought forward from above: 2 entries, followed by the next part.
Order of values – GLS inhibitor, Pin1 inhibitor, BLM helicase inh, Tb PGK inh, BAZ2B inh, JMJD2A Tudor inh, Pol iota inh, G9a block, HP1b binding inh
CC1(C)Cc2ccccc2C(CSc2ccccc2C(=O)O)=N1
 : 0%, 5%, -2%, -1%, 50µM*, 56µM*, 35%[activator], nt, -39%
O=C(COC(=O)c1ccccc1O)NCC1COc2ccccc2O1 (centres undefined)
 : 9%, -6%, nt, -5%, -2%, -5%, 15%, 24%[2.33 µM], 29%
COc1cc(NS(=O)(=O)c2ccc(NC(=S)NC(=O)C3CCCC3)cc2)nc(OC)n1
 : 7%, -2%, -4%, ?, ?, -35%, ?, -27%[2.33 µM], -20%
COCCNC(=O)CSc1ccccc1C(=O)O
 : 3%, -1%, 1%, -7%, -14%, -20%, 39%[activator], -8%, 14%
CN(CCNC(=O)c1cccc(N2CCCC2=O)c1)Cc1ccccc1
 : -1%, 0%, -1%, -5%, 12%, -14%, 6%, -15%, 64%[activator]
Cc1cccc(C(c2sc3nc(-c4ccco4)nn3c2O)N2CCN(Cc3ccccc3)CC2)c1 (centres undefined)
 : 8%, -10%, 1%, -4%, -29%, -31%, 11%, -43%[59 µM], 35%[activator]
CC(C)NCC(O)c1ccc2ccccc2c1 (centres undefined)
 : -2%&7%, -7%, 4%&-12%, -4%, 11%, -6%, 4%, -49%[59 µM], 45%[activator]
CSc1ccc(-c2nc3cccc(C)n3c2Nc2ccc(Cl)cc2)cc1
 : -20%, 19%, -10%, -4%, -35%, ?, ?, ?, 14%
Cc1c(C(=O)N(Cc2ccccc2)Cc2cccs2)cnn1-c1ccc(Cl)cc1
 : 17%, 2%, 2%, 11%, 15%, -1%, 36%[activator], 93%[activator], 41%[activator]
COCCCNC(=O)C1=CCN(S(=O)(=O)c2ccc(OC)cc2)CC1
 : 5%, 10%, 1%, -3%, -12%, -6%, -7%, nt, 59%[activator]
O=C(CSc1ccc(-c2cccs2)nn1)Nc1cccc(F)c1
 : -12%, 5%, -5%, -1%, -38%, -16%, -3%, 18µM*, 26%
CCOc1ccc(/C=N/NC(=O)c2nnn(-c3nonc3N)c2-c2ccc(OCC)cc2)cc1
 : -3%, -3%, -1%, 9%, -8%, -9%, 100%[activator], 12%[59 µM], 8%
CCOC(=O)c1cc(NC(=O)CC(C)(C)CC(=O)O)ccc1N1CCCCC1
 : 0%, -9%, -6%, i, 2%, -5%, 24%, 3%, 38%
O=C(O)c1cccc(S(=O)(=O)NCC2CCCO2)c1 (centres undefined)
 : 9%, -12%, 0%, -2%, 7%, -6%, 12%, 17%[59 µM], 36%
C=CCNS(=O)(=O)c1ccc2nsnc2c1
 : 12%, 0%, -1%, 3%, 0%, -19%, -2%, ?, -12%
CCn1ccnc1CN(C)C(=O)c1cc(COc2ccc(-n3cncn3)cc2)on1
 : -16%, -15%, 3%, -6%, -19%, 4%, 20%, -8%, 24%
c1ccc(SCc2nc3ccccc3[nH]2)cc1
 : 0%, -3%, 2%, i, 1%, -7%, 1%, 12%, 54%[activator]
Cc1cccc(NC(=O)c2cc([N+](=O)[O-])ccc2N2CCCCC2)n1
 : 1%, 2%, -5%, 4%, -36%, ?, 149%[activator], ?, -6%
O=C(C[C@H]1C/C=C/CC[C@H](Cc2ccc(F)cc2)C(=O)O[C@H](c2ccccc2)CNC1=O)NCCO
 : 1%, -5%, nt, -7%, nt, -11%, -16%, nt, 43%[activator]
C=CCc1cccc(Cl)c1OCCON1C(=O)CCC1=O
 : -1%, -10%, -8%, -8%, 13%, -15%, 42%, -8%[59 µM], 8%
Cc1cccc(NC(=O)Cn2nnc(-c3cccs3)n2)c1C
 : 17%, 4%, 0%, 1%, 23%, -12%, 11%, 15%, 4%
CCOC(=O)c1nnc2cc(-c3ccccc3)nn2c1C
 : 0%, ?, -2%, -9%, 9%, -15%, 4%, 0%[59 µM], 37%
COC(=O)c1ccc(C(=O)OC)c(NC(=O)CSCc2ccc(Cl)cc2)c1
 : -9%, 21%, -6%, -10%, 36%, 45%[activator], -2%, 72%[activator], 98%[activator]
O=C(Nc1ccc2nc(SCC(=O)N3CCCC3)sc2c1)c1ccc(F)cc1
 : -17%, 38%[activator], -11%, -8%, -8%, -27%, 39%[activator], -10%[59 µM], 17%

Compound activity: PubChem, National Center for Advancing Translational Sciences (NCATS)

A portion of the library. The share of hits here may be higher or lower than overall.
